# Glioma ERSR ind: induces the endoplasmic reticulum stress response in human glioma cells | U87-MG GRP78 promoter luciferase reporter, 16 h | Potency, µM, without a hit: top-dose activation, hits mostly activators | actives 0.02% (n = 420,000); also: potency is read from the fitted curve at half-maximal effect; series mostly up to about 76 µM; % of control where 0% means no effect; nearly all actives have a fitted effect of over 35% in size
#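 ERSR induction read as luciferase luminescence (Bright-Glo, 10 min at room temperature) in stably transfected human U87-MG glioma cells exposed to compounds for 16 h, using GRP78 as sensor.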
# Vif-APOBEC3F blk: Vif-A3F binding inhibition; HeLa A3F-eYFP + Vif (tagged APOBEC3F with the HIV-1 protein that degrades it), YFP fluorescence increase; Potency, µM (highest dose often 46.1 µM), without a hit: top-dose activity, negative = active; actives 0.2% (n = 390,000); AID 602313; also: potency is read from the fitted curve at half-maximal effect; % of control where 0% means no effect; nearly all actives have a fitted effect of over 65% in size
#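 Fluorescence increase (Ex 488/Em 500-530) after overnight compound treatment at 37 deg C flags inhibition of Vif-driven A3F-eYFP loss in stable HeLa A3F-eYFP/Vif cells seeded overnight beforehand.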
# D1 potentiator: human D1 dopamine receptor positive modulation; P21728; HEK293 TREx D1 cells, calcium flux, dopamine EC20 potentiation; potentiation, % at 10 µM; actives 0.036% (n = 360,000); in the data active = potentiation above about 30%; also: 0% is about no effect
# D2 PAM: positive allosteric modulators of human D2 dopamine receptor. HEK293 T-REx D2, calcium flux, EC20 dopamine potentiation. actives 0.34% (n = 340,000). potentiation, % at 10 µM. P14416;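 active = potentiation over 3 SD above the plate norm, cut at about 30% in these data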; also: 0% is about no effect
# Target sequence (P14416 whole entry, looked up): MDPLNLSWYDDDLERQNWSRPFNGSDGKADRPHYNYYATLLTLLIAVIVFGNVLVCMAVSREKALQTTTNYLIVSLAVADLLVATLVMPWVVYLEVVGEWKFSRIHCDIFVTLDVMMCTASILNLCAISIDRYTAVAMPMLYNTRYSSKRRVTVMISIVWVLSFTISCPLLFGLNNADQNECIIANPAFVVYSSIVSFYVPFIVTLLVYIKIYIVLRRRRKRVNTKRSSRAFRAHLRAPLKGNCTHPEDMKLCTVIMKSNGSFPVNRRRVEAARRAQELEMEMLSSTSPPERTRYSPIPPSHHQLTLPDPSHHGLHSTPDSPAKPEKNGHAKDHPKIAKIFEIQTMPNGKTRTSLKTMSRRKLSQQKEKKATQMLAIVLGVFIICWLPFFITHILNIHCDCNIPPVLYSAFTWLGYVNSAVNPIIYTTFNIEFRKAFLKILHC
#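 Using a no-wash calcium dye in inducible, force-coupled HEK293 Trex cells expressing D2, we tracked fluorescence each second for 180 s after compound, then for 180 s after EC20 dopamine to detect augmented signalling.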
# LDHA inh: blocks human lactate dehydrogenase A; purified LDHA, NADH/diaphorase-resazurin fluorescence; active compounds read low; actives 0.15% (n = 480,000); P00338; activity change, % (values are at about 110 or 230 µM); AID 1347041; in the data active = activity change below about -30%; inconclusive = mostly about -25% to -30%;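 also: plate controls were DMSO wells for no effect and wells without enzyme for full effect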
#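 Human LDH5 at 2 nM final in Tris HCl pH 7.4 with 0.06 mM NADH and 0.2 mM pyruvate, reacted 5 minutes at room temperature. Remaining NADH coupled via diaphorase/resazurin; resorufin fluorescence read at 0 and 20 minutes, normalized to enzyme-free and DMSO wells.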
# D1 antagonist: antagonists of human D1 dopamine receptor. activity change, negative = inhibition, % at 10 µM. actives 3.2% (n = 360,000). HEK293 TREx D1 cells, calcium flux, dopamine EC80; active compounds read low; in the data active = activity change below about -30%; also: % is scaled to controls: 0 for no effect and ±100 for the full control effect
#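 Calcium flux readout: force-coupled, inducible Hek293 Trex D1 line, cells induced overnight at 30 C with tetracycline, dye-loaded 30–90 min at RT. Antagonism scored against EC80 dopamine challenge given 180 s after compound.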
# RXFP1 agonist: activates the human relaxin receptor RXFP1 | Q9HBX9 | HEK293T-RXFP1 cAMP TR-FRET, 30 min; response scale: percent of porcine relaxin response, buffer zero | Potency, µM (series often up to 57.5 µM), without a hit: at the highest dose activation, usual class: activators | actives 0.3% (n = 370,000) | AID 2676; also: potency is read from the fitted curve at half-maximal effect; % is scaled to controls: 0 for no effect and ±100 for the full control effect; nearly all actives have a fitted effect of over 60% in size; many of its hits are not listed in these tables
#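 Agonist response is measured as cAMP accumulation in an RXFP1-transfected HEK293T line under PDE4 inhibition. Values are scaled between buffer-only and 29 nM porcine relaxin, and EC50s come from standard Hill equation fits.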
# D1 ag: activates the human D1 dopamine receptor; HEK293 T-REx D1 cells, calcium flux, agonist mode; activation, % at 2 µM; AID 504660; actives 1% (n = 360,000); in the data active = activation above about 30%; also: 0% is about no effect
#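 Tetracycline-induced HEK293 TREx D1 cells, force-coupled to calcium signalling, were dye-loaded with a no-wash calcium kit. Compound was pin-added after a 10 s baseline. Fluorescence was read kinetically at 1 cycle/s for 180 s, with calcium rises flagged as agonism.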
# Vif-A3G inh: blocks the Vif interaction with human APOBEC3G | actives 0.076% (n = 410,000) | HeLa A3G-eYFP + Vif (tagged APOBEC3G with the HIV-1 protein that degrades it), YFP fluorescence, overnight | Q9HC16 | Potency, µM (highest dose often 46.1 µM), without a hit: at the highest dose activity, negative = active, most hits filed as inhibitors;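 also: potency is read from the fitted curve at half-maximal effect; % is scaled to controls: 0 for no effect and ±100 for the full control effect; nearly all actives have a fitted effect of over 60% in size; hits raise eYFP signal because A3G escapes Vif-driven loss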
# Target sequence (Q9HC16 whole entry, looked up): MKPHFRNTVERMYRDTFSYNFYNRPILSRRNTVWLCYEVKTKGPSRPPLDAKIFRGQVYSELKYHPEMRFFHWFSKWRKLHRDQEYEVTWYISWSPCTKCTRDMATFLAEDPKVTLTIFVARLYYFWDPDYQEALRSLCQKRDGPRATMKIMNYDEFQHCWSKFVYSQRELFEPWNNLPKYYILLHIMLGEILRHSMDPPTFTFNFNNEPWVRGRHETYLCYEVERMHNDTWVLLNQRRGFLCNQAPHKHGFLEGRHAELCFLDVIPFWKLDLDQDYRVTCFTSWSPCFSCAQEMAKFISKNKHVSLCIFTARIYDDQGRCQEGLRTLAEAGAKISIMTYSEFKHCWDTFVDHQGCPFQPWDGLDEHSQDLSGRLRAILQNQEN
#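 Read-out is eYFP fluorescence (Ex 488/Em 500-530) from Vif-expressing HeLa A3G-eYFP cells; more signal means A3G escaped Vif-mediated degradation. Cells plated overnight, compound pinned in, incubated overnight at 37 deg C.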
# * = called active by the depositor; ? = inconclusive; / = not tested or not shown; & = joins results of further samples; ! = not confirmed by another sample. Unless noted, calls follow the shape of the dose curve; as a rule, active = well fitted curve in the direction sought with a large enough effect; inconclusive = small, poorly fitted or top-dose-only effect, or another doubt; inactive = no such curve, though single readings can be large; an effect the other way counts as inactive or inconclusive. This is a subset; the hit share may differ from the screen's.
SMILES,Glioma ERSR ind,Vif-APOBEC3F blk,D1 potentiator,D2 PAM,LDHA inh,D1 antagonist,RXFP1 agonist,D1 ag,Vif-A3G inh
CC1=NN(Cc2c(C)nn(Cc3ccccc3)c2C)C(C)(C)C1,-1.9%,10.8%,3.2,-31.5,-3.2,-2.4,-1.3%,14.1,1.5%
O=C(CSc1nnc(CNc2ccc(F)cc2)n1Cc1ccccc1)NCc1ccco1,-5.1%,2.9%,-7.2,4.9,-2.8,9.4,0.7%,3.0,-0.3%
Cc1ccc(N(CC(=O)NC(C)(C)C)C(=O)CS(=O)CC(=O)Nc2ccc(F)cc2)cc1 (configuration not stated),-3.2%,-17.8%,-0.2,2.4,-2.3,2.0,-0.5%,0.7,-0.6%
O=C(CCNS(=O)(=O)c1cccc2nonc12)NC1CCCc2ccccc21 (configuration not stated),-1.4%,-2.8%,7.2,19.8,-6.1,1.6,0.3%,8.0,-5.3%
CCCOc1cccc(C(=O)Nc2cccc(NC(=O)c3ccco3)c2)c1,-2.1%,0.6%,2.3,1.0,-0.6,-6.3,1.0%,7.4,-1.8%
Cc1ccc(C(C)C)c(OCC(=O)Nc2ccc(C(=O)OC3CCCCC3)cc2)c1,/,/,-1.9,5.0,1.4,11.2,0.3%,15.5,/
O=C(Nc1ccc(Cl)cc1)Nc1nnc(Cc2ccc([N+](=O)[O-])cc2)s1,?,0.5%,-8.1,-4.5,-6.4,-2.3,-0.7%,1.3,1.5%
CN(CC1CCCO1)S(=O)(=O)c1ccc(C(=O)Nc2ccc3c(c2)OCO3)cc1 (configuration not stated),0.9%,-15.2%,-0.3,1.2,2.3,1.4,-1.9%,-2.9,2.6%
CC(C(=O)Nc1ccccc1C#N)N1C(=O)NC2(CCCCCC2)C1=O (configuration not stated),0.4%,-4.6%,0.7,8.6,-5.8,2.0,-0.6%,2.1,-0.1%
CC(=O)N1N=C(c2ccco2)CC1c1cccs1 (configuration not stated),-1.1%,-11.7%,-7.2,-9.5,-0.5,-4.5,-1.2%,2.2,0.9%
COc1ccc(-c2cc(C(F)(F)F)n3ncc(C(=O)N4CCc5ccccc5C4)c3n2)cc1,-1.6%,-34.0%,-2.8,1.6,-9.3,6.8,3.6%,6.8,-0.5%
O=C(CN1CCN(c2ccccc2)CC1)Nc1nccs1,-1.1%,5.5%,-2.2,-1.9,0.8,-11.9,0.8%,2.2,-2.8%
COc1cc(/C=C2/C(=O)c3cccc([N+](=O)[O-])c3C2=O)c(Br)cc1O,0.7%,-0.2%,-3.6,/,5.5,-16.9,6.2%,0.2,-6.8%
Cc1ccc(C(=O)NCC(=O)OCC(=O)Nc2ccc3[nH]c(=O)[nH]c3c2)cc1,-1.5%,-14.4%,-3.8,/,-1.0,-7.3,1.1%,-0.4,-0.8%
COc1ccc(C(=O)Nc2cccc(-c3ccc(N4CCOCC4)nn3)c2)cc1OC,-0.5%,7.9%,-2.5,-13.0,-8.1,-3.5,1.6%,2.0,-10.8%
COc1cccc(CNC(=O)Cn2ncc3c4ccccc4n(C)c3c2=O)c1,-3.4%,2.3%,5.9,4.2,-10.4,7.8,20.9%,0.9,0.5%
COc1ccc(C(=S)N2CCN(c3cccc(Cl)c3)CC2)cc1,-1.5%,7.2%,-1.9&-6.2,-0.5&4.5,-10.6,-33.4*!,0.1%&-1.7%,2.1&-0.3,3.5%
COc1ccc(-n2cc(C(=O)N(C)c3cc(C)ccc3OC)c3ccccc3c2=O)cc1,-1.9%,5.1%,-1.5,8.7,-4.4,-0.1,0.0%,6.7,1.8%
CN(C)CCCN(C(=O)c1ccco1)c1nc2c(F)cc(F)cc2s1,-4.5%,5.3%,-3.5,-8.4,-2.7,9.5,6.1%,2.3,2.3%
CCOc1ccccc1-n1c(C)nc2cc(C(=O)O)ccc21,-4.0%&-3.4%,4.5%&-0.3%,-4.6&-0.9,-3.9&1.4,-4.7&1.3,-4.0&-11.2,0.0%&0.5%,0.8&3.4,3.0%&3.7%
COc1cc(C2NC(=O)NC(C)=C2C(=O)OCC2CCCO2)cc(OC)c1OC (configuration not stated),-2.9%,-1.2%,-4.5,/,-3.4,-17.9,-1.0%,0.6,-3.7%
COc1ccc(CC(C#N)(CO)c2nc3ccccc3[nH]2)cc1 (configuration not stated),7.0%,-2.1%,-5.5,-8.6,0.2,-9.9,-1.2%,1.0,-29.2%
O=C(OC1CCN(c2ncc(C(F)(F)F)cc2Cl)CC1)c1cccc(C(F)(F)F)c1,-1.0%,-1.9%,0.2,3.2,-4.1,-0.7,0.9%,3.8,-0.8%
O=S(=O)(NCC(c1cccnc1)N1CCN(c2ccccc2)CC1)c1cc(F)ccc1F (configuration not stated),-4.8%,-2.2%,-1.6,10.5,0.2,-2.2,0.3%,0.0,-0.6%
Cc1cccc(NC(=O)CSc2nnc(-c3ccco3)n2CC2CCCO2)n1 (configuration not stated),-2.9%,1.3%,-2.9,6.9,-8.1,-2.2,1.3%,2.1,0.5%
CCOC(=O)C1CCN(S(=O)(=O)c2ccc3c(c2)CCN3C(C)=O)CC1,-2.7%,0.7%,-11.4,-2.8,-1.0,-12.9,3.1%,8.0,1.4%
CCCOc1ccc(N)cc1N,-12.0%,22.4µM*,5.3,13.3,31.8,-13.7,0.9%,5.1,?
CS(=O)(=O)c1cccc(C(=O)NC(c2ccccc2)c2ccccc2)c1,-3.2%,-4.6%,-1.6,-8.4,-6.5,-5.8,-0.6%,3.9,-2.8%
O=C(OCc1cn([C@@H]2C[C@H](c3ccccc3)N(Cc3cccs3)C[C@H]2O)nn1)c1ccccc1,-3.3%,-7.0%,/,/,-1.8,/,/,/,-3.8%
CC(=O)c1ccc(NS(=O)(=O)c2ccc3[nH]c(=O)[nH]c3c2)cc1,0.8%,4.2%,-3.2,7.2,9.2,5.7,1.1%,2.0,1.0%
O=c1cc(NCc2ccccc2)[nH]c(=O)[nH]1,-4.2%,-13.6%,/,/,1.6,/,/,/,-0.1%
O=C(c1ccccc1)c1c[nH]c2cc3c(cc2c1=O)OCO3,/,/,-2.2,-11.1,/,4.6,-2.3%,0.3,/
CCc1c(O)nc(SCC(=O)Nc2ccccc2)n(-c2ccccc2)c1=O,-4.0%,-8.0%,0.8,4.1,-0.2,2.6,0.2%,0.0,-3.5%
CN1/C(=C/C(=S)NC(=O)C2CCC2)C(C)(C)c2ccccc21,-2.9%,?,-7.0,2.0,-4.2,-14.1,3.6%,-0.7,-0.1%
CCOC(=O)C1(CC2CCCCO2)CCN(C(=O)Nc2ccccc2SC)CC1 (configuration not stated),-6.9%,4.3%,3.0,-8.6,-16.2,20.3,2.0%,1.2,-5.3%
C=CCn1c(C)cc(C(=O)CSc2nc3ccccc3[nH]2)c1C,-7.0%,-1.9%,-6.2,6.7,-4.7,-27.6,3.5%,16.3,0.4%
Cc1cc(C)c(C#N)c(SCc2[nH]nc3c2C(c2ccccc2)C(C#N)=C(N)O3)n1 (configuration not stated),1.8%,13.0%,-4.8,-1.9,1.9,1.5,2.2%,0.6,1.1%
Cc1cc(NS(=O)(=O)c2ccc(NC(=O)c3cc4ccccc4o3)cc2)nc(C)n1,5.9%,-7.2%,-0.7,-8.9,-6.0&-5.0,0.7,-1.4%,1.8,-0.1%
Cn1c(SCC(=O)NCC2CCCO2)nnc1-c1ccc(S(=O)(=O)N2CCCC2)cc1 (configuration not stated),-1.3%,5.8%,0.2,8.3,-2.1,7.9,1.8%,3.1,0.9%
O=C1COc2ccc(C(=O)/C=C/c3ccccc3)cc2N1,?,-0.5%,-1.9,-0.1,-3.8,-0.7,-1.1%,10.7,-25.8%
O=C(N/N=C/c1cccnc1)NC12CC3CC(CC(C3)C1)C2,5.3%,2.0%,-7.0,9.5,-2.9,-3.3,-0.8%,3.6,-0.1%
CCN(CC)C(=O)CSc1nnc2ccc3ccccc3n12,1.5%,-6.9%,1.6,4.0,-5.3,3.8,4.2%,-2.6,-0.8%
Cc1ccc(OCC(=O)N/N=C\c2c(C)n(C)c3ccccc23)c([N+](=O)[O-])c1,-3.6%,-6.3%,-0.8,28.9,-8.9,26.6,2.2%,0.0,-19.6%
Nc1ncnc(NNC(=O)CNC(=O)c2c(F)cccc2Cl)c1[N+](=O)[O-],-4.2%,0.2%,-1.9,/,9.8,11.8,13.3%,1.8,3.8%
C=CC[n+]1c(-c2ccc(OCC)cc2)csc1NNC(=O)Nc1ccccc1,3.8%,4.2%,-3.2,-0.5,-1.2,-24.2,0.5%,4.6,-0.1%
O=C(Cn1nnc2sc3c(c2c1=O)CCCC3)Nc1ccc(F)c(Cl)c1,2.1%,3.1%,-0.8,17.6,0.9,-6.0,-1.9%,-1.5,-2.9%
COc1ccc(C(=O)NCC(c2ccc3c(c2)OCO3)N2CCOCC2)cc1 (configuration not stated),-2.3%,3.8%,0.7,1.5,-19.8,-7.7,-2.4%,3.1,3.1%
O=C1NC(=Nc2ccc3ccccc3c2)S/C1=C/c1ccco1,-1.3%,?,4.5,-0.4,-3.6,3.2,-1.3%,-3.8,-18.2%
CCCCC(=O)Nc1nnc(SCC(=O)NCC2CCCO2)s1 (configuration not stated),-2.5%,-0.5%,-1.6,6.6,-7.2,0.9,0.0%,1.5,1.7%

# Single records, as listed above. Values in the order: Glioma ERSR ind	Vif-APOBEC3F blk	D1 potentiator	D2 PAM	LDHA inh	D1 antagonist	RXFP1 agonist	D1 ag	Vif-A3G inh
# O=C1NC(=Nc2ccc3ccccc3c2)S/C1=C/c1ccco1 is listed as -1.3%	?	4.5	-0.4	-3.6	3.2	-1.3%	-3.8	-18.2%
# CCCCC(=O)Nc1nnc(SCC(=O)NCC2CCCO2)s1 (configuration not stated) is listed as -2.5%	-0.5%	-1.6	6.6	-7.2	0.9	0.0%	1.5	1.7%
# C=CC[n+]1c(-c2ccc(OCC)cc2)csc1NNC(=O)Nc1ccccc1 is listed as 3.8%	4.2%	-3.2	-0.5	-1.2	-24.2	0.5%	4.6	-0.1%
